Source: PubChem
GAA glycogen: alters human alpha-glucosidase cleavage of glycogen; P10253; recombinant GAA, glycogen substrate, Amplex Red glucose oxidase fluorescence; Potency, µM (doses to about 76.4 µM), without a hit: at the highest dose activity change, negative = inhibition, actives largely listed as inhibitors; 300,000 compounds, 0.38% hits; AID 2100;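 further: potency means the concentration at half of the fitted maximal effect; 0% = full enzyme reaction and -100% = no-enzyme basal signal; the screen sought inhibitors and activators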
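Recombinant human alpha-glucosidase (4 nM final) hydrolysed bovine liver glycogen (30 ug) for 40 min at 37 C in pH 5.0 citrate/phosphate with 0.01% Tween-20. Released glucose detected by glucose oxidase/Amplex Red, Ex 573/Em 610 nm. Compounds up to 77 uM; AC50 from Hill fits.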
CBFb-RUNX1 inh: CBF-beta/RUNX1 interaction disruption. AlphaScreen CBFb-His/RUNX1-biotin binding, biochemical. Q01196+Q13951. 230,000 tested, under 10 active. Potency, µM (top dose mostly 59.8 µM), for inactives: at the highest dose activity, negative = inhibition, usual class: inhibitors; further: % of control where 0% means no effect
Target sequence (Q01196 whole entry, looked up): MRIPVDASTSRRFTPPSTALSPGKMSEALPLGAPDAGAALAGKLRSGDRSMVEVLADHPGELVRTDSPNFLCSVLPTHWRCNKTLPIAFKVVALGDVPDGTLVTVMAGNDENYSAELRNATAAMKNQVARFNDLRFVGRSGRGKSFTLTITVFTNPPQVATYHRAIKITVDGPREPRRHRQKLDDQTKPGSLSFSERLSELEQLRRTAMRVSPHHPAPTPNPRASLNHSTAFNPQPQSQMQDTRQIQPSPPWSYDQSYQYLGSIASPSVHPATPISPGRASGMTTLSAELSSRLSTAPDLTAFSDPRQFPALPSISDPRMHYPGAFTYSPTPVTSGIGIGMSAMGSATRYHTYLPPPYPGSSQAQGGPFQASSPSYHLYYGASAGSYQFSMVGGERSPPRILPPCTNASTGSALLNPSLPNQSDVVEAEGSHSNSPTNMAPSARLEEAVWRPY
Target sequence (Q13951 whole entry, looked up): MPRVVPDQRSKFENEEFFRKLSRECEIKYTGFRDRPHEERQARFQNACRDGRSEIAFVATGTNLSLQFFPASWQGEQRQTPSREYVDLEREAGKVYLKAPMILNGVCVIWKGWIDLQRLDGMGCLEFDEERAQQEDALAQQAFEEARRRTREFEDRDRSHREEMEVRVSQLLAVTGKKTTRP
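Compounds were screened at multiple concentrations against a preformed CBF-beta(His)/RUNX1(biotin) complex (30 nM of each) for 15 min at room temperature, followed by 90 min with nickel and streptavidin beads and AlphaScreen reading.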
HTT cytoprotect: cytoprotection in Huntington HTT-Q103 PC12 cell model; PC12 HTT-Q103 induced, cytoprotection, ATP luminescence, 40 h; Potency, µM (highest dose often 56.4 µM), for the others: cytoprotection (ATP increase), hits mostly activators; 230,000 compounds, 0.14% hits;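 further: potency means the concentration at half of the fitted maximal effect; % of control where 0% means no effect; nearly all actives have a fitted effect of over 45% in size; toxic huntingtin expression switched on by the ecdysone agonist tebufenozide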
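PC12 cells with ecdysone-inducible HTT exon 1 Q103-GFP, induced with 100 nM tebufenozide and co-treated with library compounds in a dose series (1536-well, 1500 cells/well). Cytoprotection read as ATP content by ATPlite luminescence.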
aGlu spleen mod: inhibitors or activators of human alpha-glucosidase in spleen homogenate; Potency, µM (top dose mostly 79.9 µM), inactives show top-dose activity change, negative = inhibition, hits mostly inhibitors; P10253; human spleen homogenate, 4-MU-alpha-glucoside fluorescence; 240,000 compounds, 0.006% hits;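 further: potency means the concentration at half of the fitted maximal effect; 0% = enzyme with vehicle and -100% = no enzyme basal signal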
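Human spleen homogenate (1 ug) incubated with compounds and 1 mM 4-methylumbelliferyl-alpha-D-glucopyranoside in pH 5.0 citrate/phosphate buffer, 37 C, 40 min. Stopped at pH 10; 4-MU fluorescence (Ex 365/Em 440 nm); AC50 by Hill fit.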
LMNA splice mod: modulators of lamin A splicing | HeLa LMNA splicing GFP/RFP minigene ratio, 48 h | Potency, µM (doses to about 46.1 µM), for the others: at the top dose ratio change, negative = inhibition, actives largely listed as inhibitors | 200,000 compounds, 0.01% hits | AID 1487; active means well fitted inhibition curve with a large enough effect in the signal ratio, with a control signal flat, not every such curve was filed as active; inconclusive means small, poorly fitted or top-dose-only effect, or effect the other way, or a change in a side signal; the % refers to the signal ratio; further: potency means the concentration at half of the fitted maximal effect; on the % scale 0 is the no-effect control and ±100 the full control effect
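S3 HeLa cells stably expressing lamin A-EGFP splicing minigene plus DsRed2, 600 cells/well, 48 h compound exposure at 37C. Laser-scanning cytometry; analysed as GFP (500-530 nm)/RFP (575-640 nm) total intensity ratio; 0.5% DMSO vehicle.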
GAA inh: alpha-glucosidase (human) inhibition | AID 1466 | 200,000 compounds, 0.005% hits | Potency, µM (series often up to 76.9 µM), for inactives: top-dose activity change, negative = inhibition, most hits filed as inhibitors | purified human GAA, 4-MU-alpha-glucoside fluorescence;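 further: potency means the concentration at half of the fitted maximal effect; plate controls were uninhibited enzyme wells for no effect and no-enzyme background for full effect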
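Human alpha-glucosidase, 4 nM, pre-mixed with test compounds before 400 uM 4-methylumbelliferyl substrate; 20 min room temperature at pH 5.0. Fluorescence read after pH 10 stop; AC50 values from Hill-equation fits.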
HttQ103 aggreg: mutant huntingtin aggregation inhibition. Potency, µM (titrated, usually from 46.1 µM), without a hit: at the top dose activity change, negative = inhibition, actives largely listed as inhibitors. AID 1688. PC12 HttQ103-GFP aggregates, Acumen cytometry, 40 h. 220,000 compounds, 1.1% hits; further: potency means the concentration at half of the fitted maximal effect; on the % scale 0 is the no-effect control and ±100 the full control effect; nearly all actives have a fitted effect of over 60% in size
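Compounds (qHTS titration) were added to PC12 cells expressing an ecdysone-driven HTT exon 1 Q103–GFP fusion after induction with 100 nM tebufenozide. Aggregate formation was measured as GFP objects in cell lysates.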
An asterisk follows results filed as active; ? = inconclusive; . = no result given; [ ] = remark or other dose. Unless noted, the call rests on the fitted dose curve; in most records, active means well fitted curve in the direction sought with a large enough effect; inconclusive means small, poorly fitted or top-dose-only effect, or another doubt; inactive means no such curve, though single readings can be large; an effect the other way counts as inactive or inconclusive. Random draw from the library. About 1.5% of those tested had a hit in this group.

SMILES | GAA glycogen | CBFb-RUNX1 inh | HTT cytoprotect | aGlu spleen mod | LMNA splice mod | GAA inh | HttQ103 aggreg
O=c1c2ccccc2nc(N2CCN(c3ccccc3)CC2)n1Cc1ccccc1 | -10.7% | -11.0% | -0.5% | 13.6% | -5.6% | -13.0% | ?
N#Cc1ccc(/C=C/C(=O)c2cccnc2)cc1 | 8.0% | 0.3% | -15.8% | 6.3% | . | 5.1% | 13.7%
Cc1cc(NC(=O)CSc2cn(C)c3ccccc23)no1 | 11.9% | -2.7% | -7.0% | -2.2% | 8.8% | -1.9% | 5.0%
COC(=O)N/N=C/c1cccs1 | 10.8% | 4.3% | 7.9%[10 µM] | 0.7% | 1.5%[46 µM] | 9.7% | 0.8%[9.22 µM]
CN1CCN(C(=S)Nc2cccc(S(=O)(=O)N(C)C)c2)CC1 | -7.4% | 1.6% | -15.4% | -1.5% | -2.3%[46 µM] | -2.3% | -8.0%
O=C(Nc1c(C(=O)NCc2ccco2)cnn1-c1ccccc1)c1cccc(F)c1 | 6.9% | 2.0% | 15.1% | -2.0% | ? | -6.3% | -3.3%
Cc1cccc(OCCCn2c(CCNC(=O)C(C)C)nc3ccccc32)c1 | -5.4% | 3.0% | 9.3%[10 µM] | -5.7% | ? | 4.2% | 1.5%
CCOC(=O)C1=C(CSc2nc3c(cc2C#N)CCC3)OC(N)=C(C#N)C1c1ccccc1 (stereo not drawn) | 4.0% | -4.6% | 0.0% | 4.6% | 0.0% | -5.4%[15.4 µM] | -5.7%
Cc1ccc(Oc2nccc(-c3ccc(Cl)cc3)n2)cc1 | -0.1% | 13.0% | -18.3%[10 µM] | -1.2% | -7.9% | 0.4% | -2.6%
O=C(N/N=C/c1ccco1)C1CC(=O)N(c2ccccc2)C1 (stereo not drawn) | 24.6% | 8.9% | . | 1.9% | -7.5%[46 µM] | 0.0% | -10.3%
O=C(N/N=C/c1ccccc1)c1c(O)c2ccccc2[nH]c1=O | -7.2% | -3.0% | 12.2%[10 µM] | -4.8% | -8.8% | -3.1% | 22.4µM*
CC(C)NC(=O)NC(=O)COC(=O)CCOc1ccccc1 | 4.7% | 2.5% | -4.3% | -3.5% | -2.1% | -0.1% | 3.3%[1.84 µM]
CC(C)CCCC(C)CCOC(=O)CN1CCCC1 (stereo not drawn) | 6.2% | 9.4% | 22.4%[10 µM] | 3.5% | . | . | 34.8%[9.22 µM]
CC(C)(C)OC(=O)NC(Cc1ccccc1)C(=O)NCCCC(=O)O (stereo not drawn) | -0.9% | 6.9% | 7.9%[10 µM] | -9.4% | . | . | -11.9%[9.22 µM]
O=C(NNC1=Nc2cccc3cccc1c23)c1ccccc1Br | 12.8% | 12.0% | 12.4%[10 µM] | -9.3% | -29.2% | -8.2% | -21.3%

2 entries from above, with each value named:
Molecule: Cc1ccc(Oc2nccc(-c3ccc(Cl)cc3)n2)cc1
  GAA glycogen: -0.1% | CBFb-RUNX1 inh: 13.0% | HTT cytoprotect: -18.3%[10 µM] | aGlu spleen mod: -1.2% | LMNA splice mod: -7.9% | GAA inh: 0.4% | HttQ103 aggreg: -2.6%
Molecule: O=C(NNC1=Nc2cccc3cccc1c23)c1ccccc1Br
  GAA glycogen: 12.8% | CBFb-RUNX1 inh: 12.0% | HTT cytoprotect: 12.4%[10 µM] | aGlu spleen mod: -9.3% | LMNA splice mod: -29.2% | GAA inh: -8.2% | HttQ103 aggreg: -21.3%

Later entries.
SMILES | GAA glycogen | CBFb-RUNX1 inh | HTT cytoprotect | aGlu spleen mod | LMNA splice mod | GAA inh | HttQ103 aggreg
CN(C)S(=O)(=O)c1ccc(C(=O)Nc2ccccc2F)cc1 | 0.9% | 1.8% | -8.3% | -4.8% | -5.2% | -4.8% | -1.6%
O=C1CCCC2=C1C(c1ccc(Br)cc1)c1c([nH]c(=S)[nH]c1=O)N2 (stereo not drawn) | -25.3% | ? | -3.6%[10 µM] | -2.9% | -3.5% | 5.5% | 12.8%
C=CCn1c(=NC(=O)c2cccs2)sc2cc(NC(C)=O)ccc21 | -4.4% | 12.2% | 8.6%[10 µM] | -1.5% | . | . | -11.6%[9.22 µM]
COc1ccc(/C(O)=C2/C(=O)C(=O)N(Cc3cccnc3)C2c2ccco2)cc1OC (stereo not drawn) | 7.1% | -1.6% | -17.1% | -10.2% | 2.1% | -9.1% | -24.4%
O=C(NC(=S)Nc1ccccc1N1CCCC1)c1cccc(F)c1 | ? | ? | -24.3% | 4.4% | . | 1.7% | 13.9%[9.22 µM]
CC(NC(=O)Nc1ccc(O)cc1)(C(F)(F)F)C(F)(F)F | ? | 8.2% | 0.9%[10 µM] | -3.0% | -16.9% | -8.8% | 10.1%
CC1OC(OC2CCC3(C)C(CCC4C3CC(O)C3(C)C(C5=CC(=O)OC5)CCC43O)C2)CC(O)C1OC1CC(O)C(OC2CC(O)C(OC3OC(CO)C(O)C(O)C3O)C(C)O2)C(C)O1 (stereo not drawn) | . | 5.9% | 18.2% | 5.0% | . | . | -10.2%
CCO[C@@H]1OC(C(=O)NCc2ccccc2)=C[C@H](c2ccc(Br)cc2)[C@H]1CCCO | -11.2% | 4.4% | 3.1%[10 µM] | -0.3% | . | . | 16.0%[9.22 µM]
CCCn1c(=O)c(C(=O)Nc2ncccc2C)c(O)c2ccccc21 | -10.4% | -8.6% | -17.4%[10 µM] | 0.7% | -9.2%[46 µM] | ? | 1.8%[9.22 µM]
CC(NC(=O)Nc1ccc2c(c1)OCO2)c1ccncc1 (stereo not drawn) | 5.2% | 1.1% | 6.3%[10 µM] | -0.4% | 15.1%[46 µM] | ? | 6.3%[9.22 µM]
COc1ccc(/C=N/Nc2nc3ccccc3[nH]2)cc1OC | ? | -9.7% | 16.8%[10 µM] | 1.7% | ? | -2.4% | 13.0%
CCC1(c2ccccc2)NC(=O)N(CC(=O)Nc2ccc3c(c2)OCO3)C1=O (stereo not drawn) | 8.0% | -4.8% | -21.0%[10 µM] | 6.0% | 0.0% | -4.5% | 0.2%
CC(=O)c1ccc(NC(=O)C2CCC(C)(C(=O)O)C2(C)C)cc1 (stereo not drawn) | 5.9% | 6.4% | -8.3% | -9.3% | 8.3% | 0.3% | -4.7%
Cc1ccc(NC(=O)c2cccc(F)c2)cc1S(=O)(=O)N1CCCCCC1 | -2.3% | 3.5% | -32.6%[inhibitor] | -3.6% | -4.3%[46 µM] | 5.5% | -25.4%
CC(Sc1nncn1C)C(=O)Nc1cc(C(F)(F)F)ccc1N1CCOCC1 (stereo not drawn) | -2.3% | 10.8% | -22.4% | -2.1% | . | -0.5% | -5.1%

Remaining list, next part:
Each structure is followed by: GAA glycogen, CBFb-RUNX1 inh, HTT cytoprotect, aGlu spleen mod, LMNA splice mod, GAA inh, HttQ103 aggreg
- CC(=O)Nc1cccc(Nc2nc(-c3ccccc3)nc3ccccc23)c1
 : -14.3%, 17.2%, -37.6%[inhibitor], -4.6%, ., -5.6%, -22.4%
- COc1ccc2[nH]c3ccccc3c2c1
 : -16.6%, 0.9%, -6.5%, 3.7%, 12.7%, -11.0%, -6.3%
- OC(CN1CCOCC1)c1ccc(F)cc1 (stereo not drawn)
 : -9.2%, ?, -12.0%, ., -9.5%[9.22 µM], -3.6%, 12.4%
- O=c1c2ccccc2nnn1CSc1ccccc1
 : -5.9%, 6.2%, -6.4%[10 µM], -2.3%, -7.2%, -1.4%, -1.5%
- Cc1noc(C)c1C(=O)Nc1cccnc1
 : 2.6%, 19.1%, -10.6%[0.074 µM], -8.4%, -5.2%, 2.5%, 4.6%
- CCn1cc(C(=O)NCCCN2CC(C)CC(C)C2)c(=O)c2cc(S(=O)(=O)N(C)C)ccc21 (stereo not drawn)
 : 8.1%, 4.2%, 4.7%, -22.9%, 2.9%, -8.0%, 12.5%
- CCCCNC(=O)CSc1nc2ccsc2c(=O)n1CCCC(=O)NCCc1ccc(S(N)(=O)=O)cc1
 : -1.1%, -3.0%, 7.7%, -0.2%, ?, -5.1%, 2.8%
- O=C(N/N=C/c1cc(Br)c(Br)o1)c1ccc2c(c1)OCCO2
 : 2.9%, ?, -21.6%[10 µM], -5.2%, ., -6.2%[15.4 µM], -10.1%[9.22 µM]
- Cn1c(SCc2ccc(C#N)cc2Cl)nc2ccccc21
 : -5.3%, 2.9%, -28.7%, -11.5%, ?, -5.6%, -7.7%
- COCCN1CN(S(=O)(=O)c2ccccc2)c2nc3ccccc3nc21
 : -6.7%, 5.3%, 19.0%, -1.7%, 7.7%, -2.0%, -9.8%
- O=C(Cc1ccc(-n2cccc2)cc1)NC1CCCCCC1
 : -0.7%, -5.0%, -11.9%[10 µM], -10.6%, ?, 1.1%, -28.0%
- Clc1ccc(CNCc2cccs2)cc1Cl
 : -1.4%, 8.1%, ., -4.0%, 1.7%, -9.1%, -0.2%
- COc1ccc(C/C(C)=N/NC(=S)Nc2ccc(C)c(C)c2)cc1
 : 0.4%, 0.7%, 1.9%[10 µM], 5.5%, -8.3%, 3.9%, ?
- Cc1nonc1OCCCNc1ccc([N+](=O)[O-])cc1Cl
 : 2.6%, -10.5%, -12.9%, -5.4%, ., -10.8%, -9.0%
- CN(C)n1cccc1/C=C(\C#N)S(=O)(=O)c1cccc(Cl)c1
 : -1.3%, -5.9%, -1.2%[10 µM], -4.8%, ., ., -25.8%[9.22 µM]
- CC1=NN(c2ccc(Cl)c(C(=O)O)c2)C(=O)C1
 : -18.3%, 4.7%, -7.2%[10 µM], -17.3%, -3.5%, -4.6%, -2.6%
- O=C(Nc1ccc(F)cc1)c1cccc(NC(=O)C2C3CC4OC(=O)C2C4C3)c1 (stereo not drawn)
 : 4.6%, 0.6%, 0.6%, 3.5%, -1.6%, -11.7%, 0.9%
- CC(O)c1nc2ccccc2n1CC(=O)Nc1ccc2c(c1)OCCO2 (stereo not drawn)
 : -4.0%, -8.6%, -42.9%[10 µM], 12.0%, 10.2%[46 µM], -8.3%, 6.7%
